E coli WT exp – growth inhibitors of wild-type E. coli, primary screen, strain BW25113, expanded library, OD600; AID 710, 2007; OD600 absorbance; growth inhibition, % at 100 µM; actives 0.15% (n = 98,000);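 active means growth inhibition above about 50% at one test dose, limit read from the data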;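 further: growth measured after 20 h incubation at 37 °C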
PostGolgi yeast – phenotypic screen on post-Golgi transport, primary screen | post-Golgi transport phenotypic cell assay | inhibition, % at 10 µM | actives 0.9% (n = 98,000) | AID 739, 2007;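 further: yeast cells grown in 1536-well plates; yeast grown about 18 h at 30C before absorbance read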
PostGolgi ctrl – growth inhibition of yeast control strain, primary screen, counter-screen for post-Golgi transport modulator project | AID 738, 2007 | actives 5% (n = 98,000) | inhibition, % at 10 µM | efflux-deficient yeast background strain, growth absorbance A615, 16 h
S1P2 blocker – human S1P2 receptor antagonists, primary screen, cell-based | Sphingosine 1-phosphate receptor 2 (Homo sapiens), O95136 | actives 0.21% (n = 97,000) | inhibition, % at 5 µM | cell-based S1P2 antagonist assay, inhibition at 5 uM; in the data active means inhibition above about 45%;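 further: CRE beta-lactamase reporter cells expressing human S1P2 stimulated with S1P; 0% = agonist at EC80 alone and 100% = agonist plus reference antagonist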
Target sequence (O95136 whole entry, looked up): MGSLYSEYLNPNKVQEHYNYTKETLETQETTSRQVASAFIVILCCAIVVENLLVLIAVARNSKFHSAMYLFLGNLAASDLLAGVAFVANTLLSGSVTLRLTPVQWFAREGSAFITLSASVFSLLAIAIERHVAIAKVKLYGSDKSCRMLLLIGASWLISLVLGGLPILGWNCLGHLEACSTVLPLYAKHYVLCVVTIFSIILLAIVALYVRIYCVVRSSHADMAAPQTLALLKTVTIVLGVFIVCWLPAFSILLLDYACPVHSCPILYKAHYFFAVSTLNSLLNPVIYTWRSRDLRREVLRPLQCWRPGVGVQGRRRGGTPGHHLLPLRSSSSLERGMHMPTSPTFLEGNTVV
sEH activator – soluble epoxide hydrolase activators, primary screen, biochemical, human sEH. Bifunctional epoxide hydrolase 2 (Homo sapiens), P34913. purified human sEH enzymatic activity, activator screen. activation, % at 2 µM. actives 0.04% (n = 91,000); in the data active means activation above about 37%; further: values of inactives mirror those of a sister screen read the other way
PLAP activator – PLAP enzyme activators, biochemical, luminescence, HTS; purified PLAP enzyme, luminescent substrate read-out; stronger effect = higher value; activation fold at 20 µM; actives 1.2% (n = 96,000); in the data active means activation fold above about 2
Target sequence (P05187 whole entry, looked up): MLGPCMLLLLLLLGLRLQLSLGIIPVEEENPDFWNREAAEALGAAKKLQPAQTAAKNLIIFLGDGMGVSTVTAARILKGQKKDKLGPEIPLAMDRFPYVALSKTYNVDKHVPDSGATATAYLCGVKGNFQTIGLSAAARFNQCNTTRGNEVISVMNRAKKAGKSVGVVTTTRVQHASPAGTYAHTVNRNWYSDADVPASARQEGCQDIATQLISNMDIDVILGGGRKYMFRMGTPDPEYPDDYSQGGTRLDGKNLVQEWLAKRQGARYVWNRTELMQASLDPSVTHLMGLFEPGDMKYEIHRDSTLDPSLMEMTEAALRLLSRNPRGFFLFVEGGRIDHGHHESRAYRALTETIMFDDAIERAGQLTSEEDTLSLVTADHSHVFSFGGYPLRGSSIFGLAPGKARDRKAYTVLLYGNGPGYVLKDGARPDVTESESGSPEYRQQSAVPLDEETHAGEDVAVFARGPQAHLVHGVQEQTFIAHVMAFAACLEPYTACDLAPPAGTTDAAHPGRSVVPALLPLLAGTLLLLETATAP
sEH inhibitor – soluble epoxide hydrolase inhibitors, primary screen, biochemical, human sEH. Bifunctional epoxide hydrolase 2 (Homo sapiens), P34913. AID 707, 2007. actives 0.34% (n = 91,000). recombinant human sEH enzymatic activity assay. inhibition, % at 2 µM; in the data active means inhibition above about 80%; further: values of inactives mirror those of a sister screen read the other way; many of its hits are not listed in these tables
CD11b adhes inh – inhibitors of CD11b/CD18 adhesion to fibrinogen, primary screen, K562 cells, luminescence. Integrin beta-2 (Homo sapiens) + Integrin alpha-M (Homo sapiens), P05107+P11215. ATPlite luminescence; Mn2+ added to activate the integrin. inhibition, % at 10 µM. actives 0.54% (n = 93,000);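 active means primary inhibition of 50% or more at 10 µM, then 40% or more on retest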; further: some results filed as inactive read as strong as hits
S1P2 ag – S1P2 receptor agonists, primary screen, cell-based. actives 0.46% (n = 97,000). S1P2-expressing cell line, agonist reporter read-out. Sphingosine 1-phosphate receptor 2 (Homo sapiens), O95136. activation, % at 4.5 µM; in the data active means activation above about 16%;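 further: 0% = vehicle low control and 100% = maximal reference agonist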
Starred values were filed as active, the others as inactive; · = not tested or not shown. Unless noted, no stated cut-off is given here; in the data, active means inhibition above about 30%; inactive means the rest.

structure	PLAP activator	PostGolgi yeast	E coli WT exp	S1P2 blocker	CD11b adhes inh	sEH inhibitor	S1P2 ag	PostGolgi ctrl	sEH activator
O=C(Nc1ccc(S(=O)(=O)N2CCOCC2)cc1)C1COc2ccccc2O1 (stereo not drawn)	0.9	4.2	7.0	11.6	-2.4	·	-3.2	4.4	·
C/C(=N\NC(=O)c1ccc(OC2CCCC2)cc1)c1ccc(C)s1	1	-8.6	-16.0	-25.0	6.4	-3.3	-0.8	-3.6	4.7
O=C(CN(C(=O)c1ccc(Cl)cc1)N1C(=O)C2CCCCC2C1=O)c1ccc(Cl)cc1 (stereo not drawn)	0.9	-19.6	-1.0	3.5	·	4.4	-10.1	0.0	-1.7
CCOC(=O)C(C)Oc1ccc2c(CC)cc(=O)oc2c1C (stereo not drawn)	0.9	-1.6	5.0	-4.3	-0.4	-7.0	-4.9	11.6	7.5
CCNCCC(=O)N1c2ccccc2Sc2ccc(NC(=O)OCC)cc21	·	·	·	9.5	·	5.1	-5.2	·	-1.5
O=C(c1ccco1)N1CCN(C(=O)C(c2ccccc2)c2ccccc2)CC1	·	·	·	-15.1	·	3.9	-4.0	·	-1.6
C=CCSc1nnc2c(n1)OC=Nc1ccccc1-2	1.1	0.2	-9.0	-3.0	-11.7	11.6	0.5	-1.0	-12.3
C[C@@H](NC(=O)c1coc(=O)c(Br)c1)c1ccccc1	·	-1.1	-5.0	32.3	·	7.9	-3.3	-1.0	-8.5
COc1ccc(C(=O)COC(=O)c2ccco2)cc1	0.9	-4.5	9.0	-9.5	10.8	·	2.0	2.0	·
Cc1nnc(NC(=O)C2COc3ccccc3O2)s1 (stereo not drawn)	1.2	3.8	-8.0	·	-6.5	·	·	16.0	·
CCn1c(SCC(=O)N2CCCc3ccccc32)nc2ccccc2c1=O	1.8	-0.6	-8.0	9.2	3.6	16.6	-5.8	39.8*	-15.4
CCOC(=O)c1[nH]c(C)c(C(=O)N2CCN(c3ccc(F)cc3)CC2)c1C	1.6	1.6	-1.0	3.8	-25.2	9.0	-5.7	8.6	-8.0
CCOc1ccc(NC(=O)CS(=O)(=O)c2cn(C)c3ccccc23)cc1	0.9	-3.8	-3.0	-21.9	0.1	-3.6	-0.5	·	5.9
CCOc1ccc(N2CC(C(=O)Nc3ccccc3OC)CC2=O)cc1 (stereo not drawn)	·	-1.9	2.0	-16.9	·	-3.3	-1.9	3.0	3.1
O=C(O)c1cccc(S(=O)(=O)NCc2cccs2)c1	1	-1.9	-7.0	1.4	-15.9	-0.8	-7.6	2.6	-0.5
CCOC(=O)Cc1nnc(NC(=O)c2ncn[nH]2)s1	1.8	11.9	-5.0	-20.3	-19.5	-2.5	-0.5	3.7	2.9
C/C(=N\NC(=O)c1c[nH]c2ccccc12)c1ccc(C)o1	2.6*	0.3	5.0	5.5	-16.2	15.1	-6.9	21.6	-16.2
O=C(CCN1C(=O)c2ccccc2C1=O)NCCC1=CCCCC1	·	1.2	-1.0	-1.8	·	·	-12.1	-3.4	·
COC(=O)c1cc(C#N)c(SCc2ccccc2)nc1C	1.1	2.0	-16.0	-12.1	4.9	0.6	-0.7	4.6	0.3
c1ccc(CN2CCN(c3ncccn3)CC2)nc1	1.1	·	·	-19.9	-7.3	-5.5	-5.2	·	7.7
CC(C)C(=O)c1cc2c(cc1NC(=O)Nc1cccc3ccccc13)OCCO2	1	-0.3	-11.0	-21.1	-28.8	4.4	-6.2	2.0	-4.2
CCn1cnc2sc(C(=O)N3CCN(Cc4ccc5c(c4)OCO5)CC3)c(C)c2c1=O	1.2	0.5	-3.0	0.3	-10.2	·	-0.8	14.9	·
CCOc1ccc(NC(=O)NCCCSC2CCCCC2)cc1	1	8.4	-9.0	10.1	-3.1	85.3*	-6.0	6.5	-85.5
N#Cc1c(-c2cccs2)cc(-c2ccccn2)nc1N	1	-14.8	-4.0	-16.0	-7.5	10.1	1.6	20.7	-7.3
c1coc(-c2nn3c(Cn4nnc5ccccc54)nnc3s2)c1	0.9	0.0	9.0	17.5	-1.9	-1.9	-7.4	9.0	4.9

5 compounds from above, showing only E coli WT exp and sEH inhibitor.
mol,E coli WT exp,sEH inhibitor
CCOc1ccc(NC(=O)NCCCSC2CCCCC2)cc1,-9.0,85.3*
O=C(CCN1C(=O)c2ccccc2C1=O)NCCC1=CCCCC1,-1.0,·
Cc1nnc(NC(=O)C2COc3ccccc3O2)s1 (stereo not drawn),-8.0,·
CCOC(=O)Cc1nnc(NC(=O)c2ncn[nH]2)s1,-5.0,-2.5
O=C(CN(C(=O)c1ccc(Cl)cc1)N1C(=O)C2CCCCC2C1=O)c1ccc(Cl)cc1 (stereo not drawn),-1.0,4.4

Reformatted with values under each structure: entries from further up
Second line of a record – PLAP activator | PostGolgi yeast | E coli WT exp | S1P2 blocker | CD11b adhes inh | sEH inhibitor | S1P2 ag | PostGolgi ctrl | sEH activator
> O=C(c1ccco1)N1CCN(C(=O)C(c2ccccc2)c2ccccc2)CC1
→ · | · | · | -15.1 | · | 3.9 | -4.0 | · | -1.6
> CC(C)C(=O)c1cc2c(cc1NC(=O)Nc1cccc3ccccc13)OCCO2
→ 1 | -0.3 | -11.0 | -21.1 | -28.8 | 4.4 | -6.2 | 2.0 | -4.2

Carrying on.
structure	PLAP activator	PostGolgi yeast	E coli WT exp	S1P2 blocker	CD11b adhes inh	sEH inhibitor	S1P2 ag	PostGolgi ctrl	sEH activator
COc1ccc(CCNC(=O)C(=O)NCc2ccc(C(C)C)cc2)cc1OC	1.2	-11.9	4.0	-8.2	-6.6	2.6	-6.3	-3.5	-2.5
CC(C)(C)C1CCC(=NNS(=O)(=O)c2ccc(Br)cc2)CC1 (stereo not drawn)	·	·	·	-3.9	·	-0.6	-5.6	·	1.7
Cc1cc(C)cc(Oc2ccccc2/C=C\C(=O)O)c1	0.9	-18.6	-3.0	13.1	19.5	·	-0.6	0.0	·
COCCNC(=O)CN(C(=O)CCC(=O)Nc1ccccn1)c1ccc(F)c(Cl)c1	1.2	4.1	2.0	21.0	-3.4	4.7	-6.1	6.4	-4.3
COCCn1nnnc1C(c1cccs1)N1CCN(c2ccccc2)CC1 (stereo not drawn)	1.1	4.0	2.0	-3.4	-27.9	·	-7.2	26.9	·
Cc1ccc(Cl)c(OCC(=O)Nc2ccc3c(c2)OCCO3)c1	1.1	1.2	0.0	6.9	-0.1	36.1	0.7	0.7	-39.5
O=c1cc(CSc2nnc(COc3ccccc3)o2)c2ccccc2[nH]1	0.9	-1.4	4.0	0.9	-25.9	5.5	-3.1	6.3	-5.1
CCN(CC)S(=O)(=O)c1ccc(NC(=O)COC(=O)c2ccc(-n3nc(C)cc3C)cc2)cc1	1.6	-0.3	-5.0	-30.1	2.3	45.2	-1.3	7.9	-44.2
O=C(CSc1nncc2ccccc12)N1CCOCC1	1.1	-3.0	5.0	-5.4	7.0	-11.2	4.0	7.9	10.8
c1ccc2c(CSCCc3ccncc3)cccc2c1	1.2	4.6	2.0	3.5	·	·	-1.9	21.1	·
CCN1CCCC1CNCc1cccc(OC)c1OCc1ccccc1F (stereo not drawn)	1	-5.6	9.0	0.0	3.7	5.5	-6.9	-1.3	-2.6
COc1ccc(-n2nnnc2-c2cn(C)nc2C(F)(F)F)cc1	0.9	18.4	3.0	0.9	·	·	-5.0	5.0	·
CCn1c(SCC(=O)NCCc2ccccc2)nc2c(c1=O)SC(C)C2 (stereo not drawn)	1.3	4.2	0.0	14.9	15.7	·	-5.2	3.2	·
Cc1cc(Cl)ccc1OCC(=O)OC(C)C(=O)N(C)C (stereo not drawn)	1.3	8.5	-8.0	5.8	4.7	-7.7	-1.0	2.0	6.4
CCOC(=O)c1cc2cc(CC(=O)c3ccc(OCC)cc3O)ccc2o1	1	-9.0	-14.0	3.3	8.8	-4.4	-2.9	10.8	5.9
CCCCC(=O)Nc1ccc(C(=O)NNC(=O)c2ccccc2Br)cc1	1.2	-0.2	2.0	2.4	·	8.3	-1.5	-9.6	-10.1
Cc1ccccc1NC(=O)c1ccc(N/N=C/c2ccccc2O)c([N+](=O)[O-])c1	0.8	-3.2	-9.0	12.6	3.1	-1.4	-7.1	2.7	2.1
CCOC(=O)c1ccccc1NC(=O)CSc1nnc(Cc2cccn2C)n1-c1ccc(C)cc1	0.9	-7.2	-18.0	-9.2	17.6	·	-3.4	16.3	·
Cc1nc2ccccc2nc1OCC(=O)Nc1cc(C(F)(F)F)ccc1N1CCOCC1	1.2	17.7	5.0	-35.8	-12.9	-5.2	-6.9	2.0	8.3
CCN1CCN(C(=O)Cn2ncc3c2-c2ccccc2OC3)CC1	1	5.1	6.0	-14.6	-16.1	6.8	-1.5	29.4	-4.6
Cc1cccc(C)c1NC(=O)CC1SC2=NCCN2C1=O (stereo not drawn)	1	2.7	-13.0	-4.5	1.7	-3.4	-6.1	22.3	2.5
Cc1ccccc1C1CC(c2ccccc2OC(F)F)Nc2ncnn21 (stereo not drawn)	1	11.4	9.0	·	-15.6	·	·	15.7	·
CC(=O)Nc1ccc(S(=O)(=O)NC2=C(N3CCN(Cc4ccccc4)CC3)C(=O)c3ccccc3C2=O)cc1	1.2	20.6	-4.0	14.9	1.7	4.8	-2.5	0.8	-6.5
O=C(Cn1c(=O)n(Cc2ccco2)c(=O)c2cc(Cl)ccc21)NCC1CCCO1 (stereo not drawn)	1	1.8	4.0	15.5	43.8	3.0	-4.4	-3.2	-4.9
COc1ccc(NC(=O)CN2CCN(CC(=O)Nc3ccccc3F)CC2)cc1OC	1.2	4.6	3.0	-4.9	-2.0	2.2	-8.3	-10.0	-1.0
COc1ccccc1NC(=O)N1CCC(C(=O)c2ccc(F)cc2)CC1	1.3	0.0	9.0	0.8	8.6	3.7	-4.3	4.7	-0.7
CN(CC(=O)NCC1CCCO1)S(=O)(=O)c1cc(Cl)ccc1Cl (stereo not drawn)	1.1	8.4	9.0	-16.6	-3.6	0.0	0.7	6.8	1.4
CCOc1ccc(N(CC(=O)N2CC=C(c3ccccc3)CC2)S(=O)(=O)c2c(C)noc2C)cc1	1.6	-13.2	-3.0	-7.7	-6.5	-7.2	-3.9	1.5	6.2
COC(=O)c1cc(COc2ccc3oc(C)c(C(=O)OC(C)C)c3c2)c(C)o1	1.9	3.0	3.0	-1.6	9.6	3.7	-1.3	7.3	-3.0
CCOC(=O)C1CCCN(c2c(N3CCN(c4ccccn4)CC3)c(=O)c2=O)C1 (stereo not drawn)	1.1	2.9	7.0	·	-0.1	·	·	-1.0	·
